GC-B act = GC-B (human) receptor activation; P20594; HEK293-GC-B cells, CNP EC30, cGMP TR-FRET; 0% at EC30 CNP, 100% saturating CNP; activation, % at 10 µM; 0.11% of 370,000 active; AID 1920062;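 active = activation at 10 µM reaching about 35% in either raw or pattern-adjusted values, limit read from the data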
sPLA2-III inh = Blocks human group III sPLA2 activity. Q9NZ20. 0.56% of 370,000 active. inhibition, % at 12.2 µM. QFRET BODIPY PC-A2 liposome hydrolysis, fluorescence;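 active = inhibition above mean plus 3 SD of compounds lying within the high and low control bounds, cut at about 19% in these data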;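 note: 0% = median of test compound wells and 100% = no enzyme DMSO wells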
GAA850 FXN act = frataxin GAA850 promoter activation. 0.56% of 360,000 active. AID 540364. activation, % at 6 µM. HEK293 lucGAA850 FXN promoter luciferase reporter, 24 h; percent of 10 µM SAHA response;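 active = activation above the average of all compounds screened plus 3 SD, cutoff fixed separately per campaign, cut at about 7.5% in these data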;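 note: 0% = DMSO wells and 100% = 10 µM SAHA wells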
DDE Tn6 FP inh = disrupts Tn6 cyclic peptide binding to fibrin D-Dimer-E complex; P02675; Fibrin DD(E) TRITC-Tn6 fluorescence polarization displacement; inhibition, % at 8.3 µM; 0.21% of 370,000 active; AID 720509;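 active = inhibition above a per-campaign cutoff: mean of compounds within control limits plus 3 SD, cut at about 15% in these data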;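 note: 0% = median of all compound wells on the plate and 100% = blocking peptide control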
Target sequence (P02675 whole entry, looked up): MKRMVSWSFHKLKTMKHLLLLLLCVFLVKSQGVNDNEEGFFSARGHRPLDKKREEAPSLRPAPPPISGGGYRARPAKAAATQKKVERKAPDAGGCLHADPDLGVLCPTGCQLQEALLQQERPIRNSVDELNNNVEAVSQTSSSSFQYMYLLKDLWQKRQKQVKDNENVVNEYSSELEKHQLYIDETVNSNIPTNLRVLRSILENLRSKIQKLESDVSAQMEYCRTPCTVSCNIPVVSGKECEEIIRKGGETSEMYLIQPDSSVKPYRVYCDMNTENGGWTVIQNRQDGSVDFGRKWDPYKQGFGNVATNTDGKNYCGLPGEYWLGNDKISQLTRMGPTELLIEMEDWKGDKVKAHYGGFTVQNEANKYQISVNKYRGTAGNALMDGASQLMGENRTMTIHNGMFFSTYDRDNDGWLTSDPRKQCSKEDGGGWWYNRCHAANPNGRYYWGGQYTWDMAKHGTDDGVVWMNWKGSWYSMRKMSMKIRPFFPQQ
rCAG binder = molecules binding r(CAG) RNA repeats. r(CAG) RNA repeat, TO-PRO-1 dye displacement fluorescence. inhibition, % at 3 µM. 1.3% of 370,000 active. AID 651821;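 active = inhibition above the plate cutoff, the mean of all test compounds on that plate plus 3 SD, cut at about 35% in these data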;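 note: 0% = DMSO alone and 100% = 100 µM mitoxantrone as full dye displacement; higher means more dye released from RNA so lower well fluorescence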
GC-A act = GC-A (human) enzyme activation | P16066 | HEK293 GC-A cells, cGMP TR-FRET, EC30 ANP; 0% at EC30 ANP, 100% saturating ANP | activation, % at 10 µM | 0.14% of 370,000 active | AID 1671463; in the data active = activation above about 40%
proKLK7 act = proKLK7 (human) activation, primary screen | P49862 | purified proKLK7, EDANS-DABCYL substrate fluorescence; 100% is mature enzyme control, 0% vehicle | activation, % at 7 µM | 0.9% of 370,000 active;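 active = activation above the mean of all tested compounds plus 3 SD, computed per campaign excluding outliers beyond control limits, cut at about 13% in these data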
Target sequence (P49862 whole entry, looked up): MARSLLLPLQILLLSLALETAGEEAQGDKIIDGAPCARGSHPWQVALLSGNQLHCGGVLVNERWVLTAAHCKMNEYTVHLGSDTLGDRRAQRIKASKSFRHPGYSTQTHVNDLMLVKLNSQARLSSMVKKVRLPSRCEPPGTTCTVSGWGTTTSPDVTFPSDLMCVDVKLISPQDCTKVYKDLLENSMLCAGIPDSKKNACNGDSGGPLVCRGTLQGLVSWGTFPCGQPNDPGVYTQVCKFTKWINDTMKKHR
ARFGAP1 inhibitor = inhibitors of rat ARFGAP1 | Q62848 | Arfgap1-stimulated ARF1 GTP hydrolysis, GDP FP detection | inhibition, % at 16.5 µM | 0.26% of 360,000 active | AID 651572;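 active = inhibition above a per-plate limit, mean inhibition of low control wells plus 3 SD, cut at about 25% in these data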;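 note: 0% = DMSO wells with enzyme and 100% = wells lacking Arfgap1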
Target sequence (Q62848 1-136 limits assumed): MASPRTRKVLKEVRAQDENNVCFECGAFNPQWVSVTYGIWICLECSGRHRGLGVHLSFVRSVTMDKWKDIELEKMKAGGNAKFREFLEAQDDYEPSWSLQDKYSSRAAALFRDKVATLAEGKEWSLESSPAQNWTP
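Assay system: Rat Arfgap1 GAP domain (His6, aa 1-136), purified enzyme | Buffer or medium: HEPES 25 mM pH 7.5, NaCl 150 mM, MgCl2, DTT | Schedule: GTP hydrolysis reaction 2 h at 25 °C | Signal: FP of antibody-bound GDP Alexa 633 tracer, ex 620/em 688 nm | Measure: Percent inhibition of Arfgap1-stimulated GTP hydrolysis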
ADAM10 inh = inhibitors of human ADAM10; recombinant ADAM10, EDANS/DABCYL FRET peptide cleavage, 3 h; inhibition, % at 7 µM; 0.62% of 370,000 active;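 active = inhibition above a per-campaign cutoff equal to the mean of compounds falling between control-based bounds plus 3 SD, cut at about 20% in these data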;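 note: 0% = DMSO wells while the 100% control is not disclosed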
ASAP1 inh = ASAP1 ArfGAP inhibition; Q9ULH1; ASAP1-stimulated ARF1 GTP hydrolysis, GDP FP detection; inhibition, % at 16.5 µM; 0.19% of 360,000 active; in the data active = inhibition above about 25%;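 note: 0% = vehicle with enzyme and substrate and 100% = no enzyme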
* marks the source's active call; other numbers are inactive results; i = inactive; / = not tested or not shown.

cpd	Molecule	GAA850 FXN act	proKLK7 act	sPLA2-III inh	ARFGAP1 inhibitor	ASAP1 inh	rCAG binder	DDE Tn6 FP inh	GC-A act	ADAM10 inh	GC-B act
1	CCC(c1nnnn1C(C)(C)C)N1CCN(C(=O)c2ccco2)CC1 (stereo not drawn)	-0.3	-0.3	2	-5	3	-3	-10	-13	-3	-5
2	CCCCOC(=O)c1ccc(NC(c2ccc(C)cc2)P(=O)(OC)OC)cc1 (stereo not drawn)	1.9	0.1	-27	12	-8	-7	-2	10	1	1
3	CC1CCN(c2oc(Cc3cccc4ccccc34)nc2C#N)CC1	1.5	0.3	3	9	6	4	2	7	-1	-2
4	NC(=O)c1cc([N+](=O)[O-])ccc1NCc1ccc(C(=O)O)cc1	-1.2	0.3	-6	-2	4	3	2	-2	-2	3
5	CCn1c(C(C)C)n[nH]c1=S	1.2	-0.1	3	-1	-12	-2	-1	4	7	0
6	NC1=NC(c2cccc(Cl)c2)N(CCc2ccc(F)cc2)C(N)=N1 (stereo not drawn)	1.1	-0.4	-6	-1	-6	13	6	-1	3	-6
7	CC(=O)c1sc(NC(=O)C(C)(C)C)nc1C	0.2	-1.0	0	7	3	-2	-7	4	4	5
8	Cc1ccc2nc(SCC(=O)c3ccc(O)cc3O)[nH]c2c1	2.3	-0.7	-59	-6	5	6	5	-8	7	-10
9	CCOC1=C2[C@@H](CN(S(=O)(=O)c3ccc(C)cc3)[C@H]2c2ccccc2F)[C@H]2C(=O)N(Cc3ccccc3)C(=O)[C@H]2C1	/	-0.6	-33	-17	-16	8	-8	-1	9	9
10	Cc1ccc(CNc2ccc([N+](=O)[O-])cc2C(N)=O)cc1	4.5	-0.1	-9	4	9	5	-1	6	3	10
11	O=C1NC(Nc2ccccn2)(C(F)(F)F)C(=O)N1c1ccc(F)cc1 (stereo not drawn)	1.4	0.4	-7	-3	1	0	-5	0	4	5
12	COc1ccc(CCNC(=O)CSC2=NS(=O)(=O)c3ccccc3N2)cc1OC	2.3	-0.2	9	-5	15	9	1	3	-13	5

2 entries drawn at random from those above, as already listed:
cpd	Molecule	GAA850 FXN act	proKLK7 act	sPLA2-III inh	ARFGAP1 inhibitor	ASAP1 inh	rCAG binder	DDE Tn6 FP inh	GC-A act	ADAM10 inh	GC-B act
10	Cc1ccc(CNc2ccc([N+](=O)[O-])cc2C(N)=O)cc1	4.5	-0.1	-9	4	9	5	-1	6	3	10
5	CCn1c(C(C)C)n[nH]c1=S	1.2	-0.1	3	-1	-12	-2	-1	4	7	0

Additional records
cpd	Molecule	GAA850 FXN act	proKLK7 act	sPLA2-III inh	ARFGAP1 inhibitor	ASAP1 inh	rCAG binder	DDE Tn6 FP inh	GC-A act	ADAM10 inh	GC-B act
13	O=C1C=C(C#Cc2ccccc2)C[C@@H](c2ccc(F)cc2)C1	-1.2	0.2	2	-2	7	8	-7	3	3	-3
14	CCc1ccc2c(c1)c1nc(C)sc1n2CC	-0.3	-1.0	8	-2	-2	1	-1	-1	4	-8
15	COc1ccc(NC(=O)C2CCN(S(=O)(=O)c3ccc(OC)c(OC)c3)CC2)c(OC)c1	0.1	-0.3	-2	2	8	-2	1	-1	7	0
16	CCOc1ccc(NC(=O)CC2C(=O)N(CC)C(=S)N2CCN2CCOCC2)cc1 (stereo not drawn)	2.1	1.3	-18	9	-12	1	2	0	-7	3
17	COc1ccc(C(=O)OCC(=O)c2ccc(Cl)s2)c(OC)c1OC	0.8	0.1	-19	0	-5	-5	0	-1	3	-1
18	O=C(CSc1nnc(-c2cccnc2)n1Cc1ccco1)Nc1ccc(Cl)c(Cl)c1	/	0.2	-20	/	/	6	1	-13	5	-17
19	OCC1(CCCc2ccccc2)CCN(Cc2ccc(F)cc2)CC1	-2.1	-0.7	-11	12	5	-9	-6	5	3	-4
20	C/C(=N/NC(=O)CN1CCN(Cc2ccccc2Cl)CC1)c1cccnc1	1.7	0.3	1	14	-10	-5	3	1	-4	4
21	C/C(=N\O)C(C)/[N+]([O-])=C/c1nc(C)c(C)n1O (stereo not drawn)	3.0	-0.2	-3	7	-9	2	-3	-5	6	-7
22	O=c1c2ccccc2oc2cc(OCc3ccc(F)cc3)cc(O)c12	2.0	-1.9	-2	-2	3	5	-3	-12	-46	-7
23	CCCCOC(=O)C1=C(C)Nc2ncnn2C1c1cc(OC)c(OC)cc1OC (stereo not drawn)	-0.1	0.4	0	10	6	-4	-5	-21	-5	-13
24	Cc1cc(C)cc(N2CN=c3s/c(=C\c4ccco4)c(=O)n3C2)c1	1.3	0.5	2	-4	6	3	9	-4	-1	0
25	CC(=O)Nc1ccc(NC(=O)C(C)OC(=O)CNS(=O)(=O)c2ccc(Br)cc2Cl)cc1 (stereo not drawn)	-0.8	0.1	-5	-5	2	0	4	-1	-2	-7
26	CC(=O)Nc1ccc(NC(=O)C2(C)Cc3c(-c4ccc5c(c4)OCO5)ccnc3O2)cc1 (stereo not drawn)	0.9	0.2	6	-5	-3	4	2	8	-68	18
27	Cc1ccc(-c2nc(CS(=O)(=O)CC(=O)N3CCOCC3)c(C)o2)cc1	-0.7	-0.1	4	1	9	-5	-6	6	5	-3
28	Cc1cc(F)ccc1S(=O)(=O)N(C(=O)c1ccncc1)c1ccc(OC(=O)c2ccncc2)cc1	2.5	-1.1	-25	14	4	-2	0	-1	2	-2
29	Cc1ccc(S(=O)(=O)NCc2ccccc2NS(=O)(=O)c2ccc(C)cc2)cc1	/	0.3	-36	-3	-13	10	1	-2	6	2
30	O=C(COc1ncnc2ccccc12)NCCc1ccc(F)cc1	1.1	-0.3	-1	9	5	-2	-3	2	1	0
31	O=C(C(=O)N1CCC(CNS(=O)(=O)c2ccc(OC(F)(F)F)cc2)CC1)c1cc2ccccc2o1	/	0.0	-10	0	-3	5	-3	1	-3	0
32	COc1cccc(C2CN(c3ccc(F)cc3F)N=C2c2cccs2)c1OC (stereo not drawn)	0.2	-91	5	-3	6	1	1	5	i	-7
33	CCOC(=O)c1c(NC(=O)c2cccs2)sc2c1CCN(C(=O)OCC)C2	0.3	-0.4	8	-6	-2	1	7	-2	-8	5
34	CCCCC(C(=O)O)C(C)CC(=O)Nc1nccs1 (stereo not drawn)	1.9	-0.1	4	4	-7	-3	5	3	-1	2
35	CCOc1ccc(OCc2nnc(SCC(=O)NC3CCS(=O)(=O)C3)n2-c2ccc(Cl)cc2)cc1 (stereo not drawn)	-0.1	0.0	-17	3	12	-6	-4	1	-3	0
36	Cc1ccc(NC(=O)CNC(=O)c2sc3ccccc3c2Cl)nc1	0.1	-0.6	1	13	-16	9	-2	-2	-4	1
37	O=C(NCc1ccco1)c1ccc(C(F)(F)F)cc1	0.9	0.6	-5	1	10	1	4	2	-1	-2
38	C/C(=N\NC(=O)c1c(Cl)c(C)nn1C)c1cccc(NC(=O)COc2ccccc2)c1	2.8	0.0	-3	8	15	-3	6	0	-4	-2
39	CC1=C(C(=O)N(C)C)CC(CC(=O)NCc2cccc3ccccc23)C(=O)N1Cc1ccccc1 (stereo not drawn)	-0.3	0.0	3	-9	-14	0	4	-5	-12	1
40	CCCNC(=O)C1(C)CCN1C(=O)c1ccc(C(C)(C)C)cc1 (stereo not drawn)	0.8	-0.6	-3	-1	-12	1	-2	2	-3	2
41	O=c1[nH]c2ccc(S(=O)(=O)N3CCCCC3)cc2[nH]c1=O	1.6	-2.0	-1	1	2	1	4	17	-4	13
42	Cc1nc(N2CCCC2)c2ccsc2n1	0.7	0.3	1	-5	-10	0	-3	7	-7	5
43	CC(=O)c1cccc(-c2ccc3c(=O)[nH]c(Nc4ccccc4)cc3c2)c1	2.5	-0.2	-6	30*	53*	29	9	-4	-11	-6
44	C[C@H](CO)N1C[C@H](C)[C@@H](CN(C)C(=O)Nc2ccc(C(F)(F)F)cc2)Oc2ccc(NC(=O)CCC(F)(F)F)cc2C1=O	-1.8	0.6	-17	13	1	-4	-7	2	7	6
45	Cc1cc(C)n2cc(CSc3nnc(-c4ccccc4)c(-c4ccccc4)n3)nc2n1	0.5	0.0	1	-5	-8	1	5	-14	-1	4
46	CC1CCCN(C(=O)c2cc3ccccc3cc2O)C1 (stereo not drawn)	1.5	-20	-25	-9	8	-1	-3	-1	-14	0
47	C=CCOc1c(CCC)cc(CCC)cc1C(N)=O	1.0	0.2	1	-10	2	-5	6	-5	1	0
48	Cc1ccc(C2SCC(=O)N2Cc2ccccc2)cc1 (stereo not drawn)	2.0	0.6	-6	-7	-4	1	0	-5	1	-3
49	CC(C)[C@H](NC(=O)N1CC(=O)Nc2ccccc21)C(=O)Nc1nccs1	1.9	-0.1	3	-10	-12	-1	12	4	-4	-1
50	CCN(CC)S(=O)(=O)c1ccc(C(=O)OCC(=O)c2ccc3c(c2)NC(=O)CO3)cc1	0.9	-1.0	-7	-4	-19	9	1	9	8	3
51	COc1cccc(NC(=O)CN(C)C(=O)Cn2[nH]c(=O)c3ccccc3c2=O)c1	0.5	0.0	4	-1	-11	-4	14	-2	-12	2
52	c1ccc(Cc2nc(-c3ccccn3)no2)cc1	4.1	-0.2	-1	4	1	2	-3	-1	6	0
53	Cn1cnnc1SCc1ccc(C(=O)N/N=C(\CCC(=O)O)c2ccc(C(C)(C)C)cc2)cc1	2.0	0.8	-11	5	13	2	7	6	-1	6
54	O=C(O)CNS(=O)(=O)Cc1ccccc1	0.2	-0.4	20*	-5	-12	2	-3	1	-8	2
55	O=C(COc1cc2oc(=O)cc(-c3ccccc3)c2cc1Cl)NCC1CCC(C(=O)O)CC1 (stereo not drawn)	0.7	0.7	5	8	-4	11	4	1	-48	-3
56	O=C(Nc1nccs1)c1cccc(S(=O)(=O)N2CCCC2)c1	0.8	-0.1	1	2	-2	1	-1	0	-3	-1
57	COc1ccccc1NC(=O)C(Cc1ccc(Cl)cc1)c1nn[nH]n1 (stereo not drawn)	0.8	0.2	-7	7	21	13	0	4	5	0
58	CC1(C2CC2)NC(=O)N(CC(=O)N2CCN(c3ccccc3Cl)CC2)C1=O (stereo not drawn)	3.7	-0.2	1	-7	-11	-3	8	0	-4	5
59	COc1cc(C)c(C)cc1S(=O)(=O)N1CCCc2ccccc21	1.5	-0.4	3	20	-6	-4	-6	-7	12	-4
60	Clc1ccccc1/C=N/Nc1cc(N2CCOCC2)ncn1	2.7	-0.1	-2	5	-12	1	-5	0	0	-7
61	O=C(O)C1Cc2ccccc2CN1S(=O)(=O)c1ccccc1 (stereo not drawn)	-1.2	-0.1	8	-2	-6	2	0	4	-6	0
62	O=C(COc1ccccc1)Nc1ccccc1N1CCN(c2ccccc2)CC1	1.4	-0.6	0	5	17	0	0	18	-3	8
63	O=c1[nH]cc(S(=O)(=O)N2CCOCC2)c(=O)[nH]1	-1.0	0.0	1	-1	5	2	4	5	-5	5
64	Cc1ccc2c(c1)C(c1ccccc1)N(C(=O)c1ccc(S(=O)(=O)N3CCOCC3)cc1)CC(=O)N2 (stereo not drawn)	0.0	0.6	-2	-2	-6	-1	-1	-8	2	-7
65	O=C1CSC(c2ccncc2)N1Cc1ccco1 (stereo not drawn)	-1.3	-0.3	4	9	-9	7	-5	0	-1	7

Screening data: PubChem BioAssay, several laboratories
